UPR XBP1 act: adaptive UPR (XBP1) activation | CHO-XBP1 luciferase reporter, IRE1-XBP1 UPR activation, luminescence; percent of tunicamycin response, DMSO as zero | activation, % at 20 µM | actives 0.33% (n = 330,000) | AID 463104;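 active = versus positive control, 20 µM dose yields 30% or more activation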;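 note: 100% = tunicamycin at 10 µg/mL and 0% = DMSO only wells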
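Material: CHO cell line with stable XBP1 luciferase reporter; buffer or medium: F12 medium containing 10% fetal bovine serum; compound: single point, 20 µM final compound, 1% DMSO; incubation: 6 h treatment, 37 °C; measured by: glow luminescence from Steady-Glo reagent; evaluation: activation, % of tunicamycin; control set: tunicamycin high, DMSO low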
CHOP UPR activ: apoptotic UPR (CHOP) activation; actives 0.34% (n = 330,000); activation, % at 10 µM; CHO-CHOP luciferase reporter, luminescence; percent of tunicamycin response over DMSO baseline;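 active = at 10 µM dose, activation of 40% or more, normalized to positive control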;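 note: 100% = tunicamycin at 10 µg/mL and 0% = DMSO alone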
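Assay system: CHO-CHOP cells, stable luciferase reporter of PERK-eIF2a-CHOP signalling / Buffer or medium: F12 plus 10% serum / Compound dosing: one dose, 10 µM in 0.5% DMSO / Times: 6 h compound treatment, 37 °C / Technique: luciferase luminescence / Read-out: % reporter activation, DMSO baseline versus tunicamycin full activation / Benchmarks: tunicamycin and DMSO controls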
CXCR6 block: blocks human CXCR6 beta-arrestin recruitment | actives 0.36% (n = 360,000) | AID 602244 | CHO-K1 PathHunter CXCR6 beta-arrestin, luminescence | O00574 | inhibition, % at 20 µM; in the data active = inhibition above about 34%, passing the limit was not always enough;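 note: antagonist mode with CXCL16 agonist at 10 nM final; 0% = 10 nM CXCL16 with DMSO and 100% = unstimulated wells without agonist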
APJ agonist: activates the human apelin receptor APJ | AID 2520 | P35414 | CHO-K1 APJ PathHunter beta-arrestin, luminescence; 0% DMSO wells, 100% apelin | actives 0.11% (n = 330,000) | activation, % at 20 µM;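 active = activation more than six SD over the plate average, tested at 20 µM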;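 note: 0% = DMSO alone and 100% = apelin-13 at 10 nM; some results filed as inactive read as strong as hits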
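Assay system: CHO-K1 cells stably expressing ProLink-tagged human APJ and arrestin–beta-gal acceptor. Compound dosing: 20 µM single point, 1% DMSO. Times: 16-18 h seeding, 90 min dark compound exposure, 60 min detection. Detection: beta-gal luminescence. Evaluation: APJ–arrestin association signal. Controls: negative DMSO alone, positive Apelin-13 at 10 nM.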
tim10-1 inh: tim10-1 yeast growth inhibition; S. cerevisiae tim10-1 ts strain growth, BacTiter-Glo, 24 h; inhibition, % at 20 µM; actives 2.2% (n = 330,000);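 active = inhibition of at least 40%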;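 note: mutant grown at 25 °C; 0% = DMSO wells with yeast and 100% = wells holding no yeast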
APJ antagonist: antagonists of human APJ apelin receptor; P35414; CHO-K1 APJ beta-arrestin complementation, luminescence; inhibition, % at 20 µM; actives 0.32% (n = 330,000);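 active = inhibition above about 40% at 20 µM, limit read from the data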;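 note: cells challenged with 10 nM apelin-13 agonist together with compound; plate controls were apelin-13 plus DMSO wells for no effect and DMSO wells lacking apelin-13 for full effect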
Mdm2 MdmX PPI: human Mdm2/MdmX binding inhibition; actives 3% (n = 330,000); inhibition, % at 8 µM; O15151+Q00987; SaOS-2 split-luciferase Mdm2/MdmX complementation, luminescence;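 active = inhibition of at least 50% at 8 µM in the primary screen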
Target sequence (O15151 whole entry, looked up): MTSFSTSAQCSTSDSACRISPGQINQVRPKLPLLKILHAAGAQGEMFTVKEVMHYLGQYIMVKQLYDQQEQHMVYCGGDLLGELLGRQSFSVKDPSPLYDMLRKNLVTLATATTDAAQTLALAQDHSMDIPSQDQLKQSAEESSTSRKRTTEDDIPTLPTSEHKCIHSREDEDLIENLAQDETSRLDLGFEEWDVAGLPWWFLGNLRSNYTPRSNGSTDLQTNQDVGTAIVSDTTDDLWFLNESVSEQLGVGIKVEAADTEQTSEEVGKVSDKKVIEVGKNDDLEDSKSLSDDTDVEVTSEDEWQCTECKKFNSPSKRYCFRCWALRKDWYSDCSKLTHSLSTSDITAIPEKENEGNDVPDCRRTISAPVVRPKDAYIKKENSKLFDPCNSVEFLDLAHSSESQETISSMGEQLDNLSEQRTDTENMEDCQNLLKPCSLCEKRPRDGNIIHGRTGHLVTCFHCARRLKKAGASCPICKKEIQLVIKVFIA
Target sequence (Q00987 whole entry, looked up): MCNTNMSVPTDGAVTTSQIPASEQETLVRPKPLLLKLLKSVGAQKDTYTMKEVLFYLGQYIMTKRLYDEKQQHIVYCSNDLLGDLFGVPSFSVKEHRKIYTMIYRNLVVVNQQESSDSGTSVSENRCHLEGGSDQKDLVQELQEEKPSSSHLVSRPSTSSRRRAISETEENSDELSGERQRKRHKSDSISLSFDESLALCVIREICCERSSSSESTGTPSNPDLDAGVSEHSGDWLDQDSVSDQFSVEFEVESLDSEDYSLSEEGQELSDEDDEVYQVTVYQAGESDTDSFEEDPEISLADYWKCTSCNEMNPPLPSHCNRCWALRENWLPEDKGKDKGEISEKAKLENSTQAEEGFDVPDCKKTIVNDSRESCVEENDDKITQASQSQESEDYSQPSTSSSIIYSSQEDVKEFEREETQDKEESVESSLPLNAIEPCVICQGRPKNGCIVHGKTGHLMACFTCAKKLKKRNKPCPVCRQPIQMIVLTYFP
tim23-1 inh: inhibits growth of tim23-1 mutant yeast; AID 463212; actives 1.3% (n = 330,000); inhibition, % at 20 µM; S. cerevisiae tim23-1 growth, BacTiter-Glo luminescence, 24 h;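 active = growth inhibition of the mutant yeast at or above 50%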;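 note: temperature-sensitive mutant grown at 25 °C; plate controls were DMSO-treated mutant yeast for no effect and medium wells lacking yeast for full effect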
TIM10 inh: inhibits growth of TIM10 yeast strain | S. cerevisiae TIM10 strain growth, BacTiter-Glo luminescence, 24 h | inhibition, % at 10 µM | actives 1.4% (n = 330,000);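 active = inhibition of 40% or more at the single tested concentration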;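 note: wild-type TIM10 isogenic control strain grown at permissive 25 °C; 0% = DMSO yeast wells and 100% = minimal medium wells without yeast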
Numbers without * were called inactive. An excerpt; rates above refer to the full screens.

SMILES | UPR XBP1 act | CHOP UPR activ | CXCR6 block | APJ agonist | tim10-1 inh | APJ antagonist | Mdm2 MdmX PPI | tim23-1 inh | TIM10 inh
O=C(NCc1ccccn1)/C(=C/c1ccco1)NC(=O)c1ccccc1 | 2 | 1.6 | 0 | -4 | 1 | 12 | -14 | 9 | 6
COc1cccc(Nc2nc3ccccc3n2C(C)C)c1 | -3 | 1.6 | -5 | -3 | -6 | 2 | 7 | 10 | -1
CC(=O)c1ccc(N2C(=NC(=O)C(C)C)SC3CS(=O)(=O)CC32)cc1 (configuration not stated) | -2 | -1.9 | 2 | -2 | 5 | 11 | 0 | 7 | 0
COc1cccc2cc(C(=O)N3C(C)CCCC3C)c(=O)oc12 (configuration not stated) | 2 | 1.0 | 5 | -2 | 8 | 7 | 27 | 14 | 18
O=C(Cc1ccccc1)Nc1ncccc1Cl | -1 | 0.8 | 4 | 0 | 0 | 7 | 3 | 4 | 3
O=C(CCc1c[nH]c2ccccc12)OCc1cccc(C(F)(F)F)c1 | -4 | 0.3 | 0 | 1 | 27 | 5 | 0 | 23 | 12
CCCCCc1ccc(S(=O)(=O)NCCc2ccncc2)cc1 | 0 | -0.6 | -6 | -3 | 35 | 4 | 2 | 30 | 6
Cc1ccc(NC(=O)C2CC(=O)Nc3ncnn32)cc1Cl (configuration not stated) | -1 | 0.3 | -1 | -2 | 9 | 12 | 1 | 4 | 12
COc1ccc(C2c3c(ncn(Cc4ccco4)c3=N)Oc3ccc4ccccc4c32)cc1 (configuration not stated) | 0 | 2.8 | 5 | -2 | 34 | -3 | 88* | 35 | 33
CC(C)(C)c1ccc(C(=O)NCCCNC(=O)c2ccco2)cc1 | -4 | -0.4 | 5 | -1 | 4 | 17 | 2 | 12 | 9
COc1ccc2c(c1)O[C@H]1c3ccc(O)cc3OC[C@@H]21 | 2 | 2.5 | -5 | -3 | 26 | -3 | 12 | 20 | 6
CC(CNc1ccc([N+](=O)[O-])c2cccnc12)Nc1c([N+](=O)[O-])cc(C(F)(F)F)cc1[N+](=O)[O-] (configuration not stated) | -1 | 3.1 | -4 | 5 | 21 | -28 | 25 | -1 | 27
CCNC(=S)N1CCCC(C(N)=O)C1 (configuration not stated) | 2 | 1.1 | -2 | -2 | 3 | -15 | 10 | 4 | -6
Cc1ccc(C(=O)N2CCOCC2)cc1Cl | 1 | 0.6 | 3 | -3 | 8 | 19 | -2 | -2 | 0
O=C(CSc1ccc(-c2ccc(-n3cccn3)cc2)nn1)Nc1ccc([N+](=O)[O-])cc1 | 3 | 0.9 | -2 | 5 | -9 | -2 | 27 | 16 | -3
COCC(=O)N1CCC(Oc2ccc(C(=O)NC(C)c3csc(C)n3)cc2)CC1 (configuration not stated) | 2 | -0.2 | 4 | -2 | 12 | -1 | 9 | 5 | -3
CC(C)(C)C(CN1CCCC1)OC(=O)c1ccccc1 (configuration not stated) | -4 | 0.2 | -12 | -3 | 3 | 8 | 6 | 3 | 2
Cc1c(Cl)cnc(NC(=O)CSc2nnc(C)n2Cc2ccccc2)c1Cl | 1 | -1.3 | -1 | -4 | 12 | -15 | 19 | 18 | 10
CC(c1n[nH]c(=S)n1-c1ccccc1)N1CCCCC1 (configuration not stated) | 0 | -0.9 | 0 | -2 | 7 | -19 | -7 | 11 | -1
COc1ccc(C(=O)CCNc2cccc(Cl)c2)cc1 | 0 | 5.2 | -7 | -2 | -15 | -7 | -40 | 6 | 5
O=C1SC(SCc2ccccc2)=N/C1=C\c1ccco1 | 1 | -1.8 | 12 | -5 | 57* | 13 | 8 | 54* | 43*
COc1ccc(/C=C2\N=C(SC)N(C)C2=O)cc1 | 4 | 0.5 | 0 | -3 | 18 | -7 | 14 | 1 | -10
COc1ccc(-c2c(-c3cc(OC)cc(OC)c3)n(C)c3ccc(-c4ccc5c(c4)OCCO5)cc23)cc1 | -2 | -0.1 | 2 | -4 | -6 | 7 | 0 | -4 | 8
COc1ccc(C(=O)Nc2c(C)ccc3nsnc23)cc1[N+](=O)[O-] | -3 | -1.1 | 0 | -3 | 12 | -15 | 14 | 16 | -3
O=C1NCCCCC1NS(=O)(=O)c1cccc(C(F)(F)F)c1 (configuration not stated) | 0 | 0.6 | -5 | 1 | 1 | 2 | -21 | -2 | 3
Next part
SMILES | UPR XBP1 act | CHOP UPR activ | CXCR6 block | APJ agonist | tim10-1 inh | APJ antagonist | Mdm2 MdmX PPI | tim23-1 inh | TIM10 inh
COc1ccc(/C=N/Nc2nc(-c3ccc(Cl)cc3)cc(C(F)(F)F)n2)cc1OC | -1 | 2.1 | -11 | -3 | 5 | -33 | 38 | 17 | -1
CCOC(=O)c1ccccc1NC(=O)COC(=O)C(CC(C)C)NC(N)=O (configuration not stated) | -3 | -1.3 | -2 | -2 | 14 | -9 | 14 | 14 | -5
COC(=O)CN1C(=O)CSc2ncccc21 | -4 | -1.6 | 9 | -2 | 3 | 10 | 15 | 10 | 3
Cc1ccc(/C=N/NC(=O)c2c(-c3ccccc3)noc2C)c(O)c1 | -1 | -2.5 | -6 | 2 | 36 | -6 | 65* | 57* | 43*
NNCCc1ccccc1 | -5 | 4.9 | 0 | -3 | 28 | 11 | -39 | 19 | 5
Nc1ccc(C(=O)Nc2ccc3nc(-c4cccnc4)[nH]c3c2)cc1 | -3 | 0.9 | 3 | -2 | 4 | -20 | 7 | 10 | 7
Cc1ccc(-c2c(C(=O)N3CCOCC3)oc(=O)c3ccccc23)cc1 | 0 | 0.3 | -13 | -5 | 15 | -47 | 6 | 15 | 1
Cc1ccc(S(=O)(=O)Nc2nc(C)c(C(=O)NNS(=O)(=O)c3ccccc3)s2)cc1 | -3 | 0.4 | -1 | -4 | -6 | -9 | 9 | 2 | 3
COc1cc(-c2[nH]ncc2CN2CCCC2c2nonc2C)cc(OC)c1OC (configuration not stated) | -2 | -1.7 | -13 | -2 | 16 | 10 | 16 | 9 | -10
O=C(COC(=O)c1nc(Cl)ccc1Cl)NCc1cccs1 | -1 | -0.2 | 0 | 15 | 25 | 4 | 19 | 25 | 2
Cc1nc2ccc(C(=O)N3CCN(c4ccccc4)CC3)cc2s1 | 3 | -0.4 | -22 | -3 | 15 | 4 | -7 | -20 | 32
CC(C)(C)n1nc2c(c1NC(=O)c1cc3ccccc3o1)CS(=O)(=O)C2 | 2 | -1.9 | 4 | -2 | 5 | 8 | 3 | 18 | -10
O=C1c2ccccc2NC(c2ccc(-c3ccc(F)cc3)o2)N1O (configuration not stated) | 0 | 5.7 | 1 | -2 | 5 | 11 | 32 | 19 | -4
CNS(=O)(=O)c1cccc(C(=O)OCC(=O)N2CCCC2)c1 | 2 | -1.1 | -7 | -1 | 12 | -24 | -28 | 15 | -9
COc1ccc(OC)c(C=NNC(=O)c2ccc(NS(=O)(=O)c3cccs3)cc2)c1 | -1 | 0.4 | -7 | -5 | -4 | 8 | -13 | 9 | 5
Cc1ccccc1OCC(=O)Nc1ccc(S(=O)(=O)Nc2ccccn2)cc1 | -3 | -1.5 | 4 | -1 | -2 | -24 | -3 | 16 | 12
CCCC(C)C(=O)Nc1ccc(S(=O)(=O)N2CCCC2)cc1 (configuration not stated) | -4 | 0.4 | -6 | 1 | 20 | 9 | 18 | 21 | 2
COc1cccc(OCc2cc(C(=O)NCc3cnc4ccccn34)no2)c1 | -4 | -0.3 | -4 | -1 | 6 | 8 | 3 | 12 | 5
COCCN(CCOC)S(=O)(=O)c1ccc(C(=O)Nc2c(C)n(C)n(-c3ccccc3)c2=O)cc1 | -2 | -1.2 | -3 | -3 | -8 | 4 | 11 | 2 | 10
Cc1ccccc1CSCc1nc(N)nc(Nc2ccccc2C)n1 | -1 | 2.5 | -2 | 1 | 18 | 9 | -19 | 10 | 21
CN(C)CCNc1ncnc2sc(-c3ccccc3)cc12 | 1 | 1.6 | 8 | -4 | 0 | -7 | 3 | 11 | 17
O=C(NC(N1CCOCC1)C(Cl)(Cl)Cl)c1ccc(F)cc1 (configuration not stated) | 1 | -0.4 | -11 | -3 | -3 | 5 | -21 | 6 | 8
Cc1cccc(N(CC(=O)N2CCCCCC2)S(C)(=O)=O)c1C | 0 | 0.9 | -6 | -3 | 6 | 11 | 3 | 21 | 6
N#Cc1ccccc1NC(=O)COc1ccc2c(c1)OCO2 | 7 | 5.6 | 9 | -1 | -5 | -9 | -61 | -7 | 1
CC(=O)N1c2ccc(S(=O)(=O)NCCC(=O)Nc3ccc(C)c(Cl)c3)cc2CC1C (configuration not stated) | -2 | 0.3 | -8 | -2 | -1 | -22 | 16 | 3 | -3
Cc1ccc(CNC(=O)C2CC3Cn4c(nc5ccccc54)C3N2C)o1 (configuration not stated) | -1 | -0.9 | -4 | -2 | -10 | 3 | 9 | -10 | 1

6 of these compounds in another layout:
| Structure | UPR XBP1 act | CHOP UPR activ | CXCR6 block | APJ agonist | tim10-1 inh | APJ antagonist | Mdm2 MdmX PPI | tim23-1 inh | TIM10 inh |
| --- | --- | --- | --- | --- | --- | --- | --- | --- | --- |
| COc1ccc(/C=N/Nc2nc(-c3ccc(Cl)cc3)cc(C(F)(F)F)n2)cc1OC | -1 | 2.1 | -11 | -3 | 5 | -33 | 38 | 17 | -1 |
| COCCN(CCOC)S(=O)(=O)c1ccc(C(=O)Nc2c(C)n(C)n(-c3ccccc3)c2=O)cc1 | -2 | -1.2 | -3 | -3 | -8 | 4 | 11 | 2 | 10 |
| CN(C)CCNc1ncnc2sc(-c3ccccc3)cc12 | 1 | 1.6 | 8 | -4 | 0 | -7 | 3 | 11 | 17 |
| O=C(COC(=O)c1nc(Cl)ccc1Cl)NCc1cccs1 | -1 | -0.2 | 0 | 15 | 25 | 4 | 19 | 25 | 2 |
| Cc1cccc(N(CC(=O)N2CCCCCC2)S(C)(=O)=O)c1C | 0 | 0.9 | -6 | -3 | 6 | 11 | 3 | 21 | 6 |
| COc1cccc(OCc2cc(C(=O)NCc3cnc4ccccn34)no2)c1 | -4 | -0.3 | -4 | -1 | 6 | 8 | 3 | 12 | 5 |

Screening results deposited in PubChem BioAssay by Sanford-Burnham Center for Chemical Genomics.
